Compound activity deposited in PubChem BioAssay by Sanford-Burnham Center for Chemical Genomics.
tim23-1 inh: inhibits growth of tim23-1 mutant yeast | S. cerevisiae tim23-1 growth, BacTiter-Glo luminescence, 24 h | inhibition, % at 20 µM | actives 1.3% (n = 330,000);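 active = growth inhibition of the mutant yeast at or above 50%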;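 also: temperature-sensitive mutant grown at 25 °C; plate controls were DMSO-treated mutant yeast for no effect and medium wells lacking yeast for full effect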
NLRP3 yeast inh: inhibitors of NALP3 inflammasome in yeast; Yeast reconstituted NLRP3/ASC/caspase-1, beta-gal luminescence, 24 h; inhibition, % at 10 µM; actives 0.39% (n = 330,000);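 active = inhibition of 50% or more; inactive = inhibition below 50%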;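 also: plate controls were induced DMSO wells for no effect and uninduced yeast grown without galactose for full effect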
APJ ag: activates the human apelin receptor APJ; actives 0.11% (n = 330,000); activation, % at 20 µM; P35414; CHO-K1 APJ PathHunter beta-arrestin, luminescence; 0% DMSO wells, 100% apelin;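 active = activation more than six SD over the plate average, tested at 20 µM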;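 also: 0% = DMSO alone and 100% = apelin-13 at 10 nM; some results filed as inactive read as strong as hits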
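Assay system – PathHunter CHO-K1 APJ (AGTRL-1) beta-arrestin reporter cells · Compound – one dose, 20 µM compound, 1% DMSO · Timing – compound 90 min 25 °C, reagent 1 h · Measured by – luminescence from split beta-galactosidase complementation, Galacton Star/Emerald II substrate · Measure – beta-arrestin recruitment to APJ as agonist activity, luminescent signal · Benchmarks – DMSO vs Apelin-13 10 nM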
tim10-1 inh: inhibits growth of tim10-1 mutant yeast. S. cerevisiae tim10-1 ts strain growth, BacTiter-Glo, 24 h. actives 2.2% (n = 330,000). inhibition, % at 20 µM;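 active = inhibition of at least 40%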;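 also: mutant grown at 25 °C; 0% = DMSO wells with yeast and 100% = wells holding no yeast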
CHOP UPR activ: activators of apoptotic arm of unfolded protein response (CHOP); CHO-CHOP luciferase reporter, UPR activation, luminescence; percent of tunicamycin response over DMSO baseline; activation, % at 10 µM; actives 0.34% (n = 330,000);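 active = at 10 µM dose, activation of 40% or more, normalized to positive control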;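 also: 100% = tunicamycin at 10 µg/mL and 0% = DMSO alone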
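Dosing – one dose, 10 µM in 0.5% DMSO · System – CHO-CHOP cells, stable luciferase reporter of PERK-eIF2a-CHOP signalling · Input – 500 cells/well · Control set – tunicamycin 10 µg/mL final as positive, DMSO-only wells as negative · Timing – 6 h compound treatment, 37 °C · Measure – % activation vs tunicamycin · Technique – luminescence read with Steady-Glo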
TIM10 inh: growth inhibitors of TIM10 yeast strain | S. cerevisiae TIM10 strain growth, BacTiter-Glo luminescence, 24 h | inhibition, % at 10 µM | actives 1.4% (n = 330,000);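 active = inhibition of 40% or more at the single tested concentration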;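 also: wild-type TIM10 isogenic control strain grown at permissive 25 °C; 0% = DMSO yeast wells and 100% = minimal medium wells without yeast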
UPR XBP1 act: activators of adaptive arm of unfolded protein response (XBP1). CHO-XBP1 luciferase reporter, IRE1-XBP1 UPR activation, luminescence; percent of tunicamycin response, DMSO as zero. activation, % at 20 µM. actives 0.33% (n = 330,000). AID 463104;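 active = versus positive control, 20 µM dose yields 30% or more activation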;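 also: 100% = tunicamycin at 10 µg/mL and 0% = DMSO only wells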
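Assay system: CHO-XBP1 luciferase reporter cells; Schedule: 6 h treatment, 37 °C; Detection: glow luminescence from Steady-Glo reagent; Benchmarks: high control tunicamycin 10 µg/mL final, low control DMSO vehicle only.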
Mdm2 MdmX PPI: disrupts the human Mdm2-MdmX interaction | SaOS-2 split-luciferase Mdm2/MdmX complementation, luminescence | actives 3% (n = 330,000) | inhibition, % at 8 µM | O15151+Q00987;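 active = inhibition of at least 50% at 8 µM in the primary screen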
Target sequence (O15151 whole entry, looked up): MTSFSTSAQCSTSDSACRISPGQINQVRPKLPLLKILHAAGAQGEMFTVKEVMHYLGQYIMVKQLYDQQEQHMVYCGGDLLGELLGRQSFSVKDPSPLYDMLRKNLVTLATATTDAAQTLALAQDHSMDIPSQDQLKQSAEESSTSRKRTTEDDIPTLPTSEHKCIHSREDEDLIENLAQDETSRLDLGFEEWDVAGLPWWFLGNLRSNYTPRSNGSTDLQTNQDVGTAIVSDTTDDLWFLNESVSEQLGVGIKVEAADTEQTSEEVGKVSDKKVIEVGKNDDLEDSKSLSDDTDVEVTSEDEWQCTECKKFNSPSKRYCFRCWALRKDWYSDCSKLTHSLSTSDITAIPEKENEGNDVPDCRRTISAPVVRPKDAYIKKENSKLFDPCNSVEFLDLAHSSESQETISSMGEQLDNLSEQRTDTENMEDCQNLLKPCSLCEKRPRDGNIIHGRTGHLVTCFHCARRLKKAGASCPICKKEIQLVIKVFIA
Target sequence (Q00987 whole entry, looked up): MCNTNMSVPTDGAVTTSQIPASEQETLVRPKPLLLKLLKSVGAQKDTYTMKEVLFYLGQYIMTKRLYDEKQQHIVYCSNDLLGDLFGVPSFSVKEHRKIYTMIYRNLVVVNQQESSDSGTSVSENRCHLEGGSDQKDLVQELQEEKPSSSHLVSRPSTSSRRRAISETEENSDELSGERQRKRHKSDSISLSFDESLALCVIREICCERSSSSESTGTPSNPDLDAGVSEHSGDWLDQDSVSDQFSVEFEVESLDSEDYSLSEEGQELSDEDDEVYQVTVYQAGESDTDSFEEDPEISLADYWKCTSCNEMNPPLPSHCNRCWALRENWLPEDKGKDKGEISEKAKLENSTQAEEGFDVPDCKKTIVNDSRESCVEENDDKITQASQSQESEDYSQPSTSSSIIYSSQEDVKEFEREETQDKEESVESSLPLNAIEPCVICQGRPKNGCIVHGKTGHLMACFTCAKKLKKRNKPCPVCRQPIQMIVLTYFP
GRIN3A LBD mod: modulators (binders) of human NR3A ligand-binding domain; Tm shift relative to glycine control, % at 25 µM; NR3A LBD differential scanning fluorimetry, Tm shift; 0% = protein alone, 100% = glycine-bound protein; AID 1259313; actives 2.5% (n = 340,000);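 active = melting temperature shift of at least 10% of the positive control shift, at one fixed dose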
* hit, by the source's call. Compounds were not picked by outcome. About 8.2% of those tested had a hit in this group.

`CC12CC(c3ccccc3O1)N(C(=O)c1ccco1)C(=S)N2c1ccccc1` (stereo not drawn) gave tim23-1 inh 46, NLRP3 yeast inh 7, APJ ag -4, tim10-1 inh 42*, CHOP UPR activ 2.9, TIM10 inh 38, UPR XBP1 act -3, Mdm2 MdmX PPI 63* and GRIN3A LBD mod 1.
For COc1cc(C(=S)N2CCOCC2)cc(OC)c1OC(=O)c1cc([N+](=O)[O-])cc([N+](=O)[O-])c1 the results were tim23-1 inh 25, NLRP3 yeast inh 5, APJ ag 8, tim10-1 inh 28, CHOP UPR activ 0.2, TIM10 inh 29, UPR XBP1 act -3, Mdm2 MdmX PPI -13 and GRIN3A LBD mod 2.
`Cn1c(=O)c(Nc2ccc(Cl)cc2)c2c3c(cccc31)C(=O)c1ccccc1-2` gave tim23-1 inh 20, NLRP3 yeast inh 22, APJ ag -3, tim10-1 inh 28, CHOP UPR activ 0.9, TIM10 inh 17, UPR XBP1 act -2, Mdm2 MdmX PPI 51* and GRIN3A LBD mod -3.
`CC(C)CNC(=O)CSc1ccc(S(=O)(=O)N2CCN(C)CC2)cn1` gave tim23-1 inh 0, NLRP3 yeast inh 17, APJ ag -3, tim10-1 inh -6, CHOP UPR activ 1.1, TIM10 inh -13, UPR XBP1 act 0, Mdm2 MdmX PPI 17 and GRIN3A LBD mod 3.
Cc1ccc(Nc2n[nH]c(C)c2[N+](=O)[O-])cc1 was read as tim23-1 inh -12, NLRP3 yeast inh 40, APJ ag -4, tim10-1 inh -14, CHOP UPR activ 11, TIM10 inh -11, UPR XBP1 act -2, Mdm2 MdmX PPI -66 and GRIN3A LBD mod 2.
Screening COc1ccc(CNn2c(-c3cccs3)nc3ccccc3c2=O)cc1OC returned tim23-1 inh 7, NLRP3 yeast inh -1, APJ ag 3, tim10-1 inh -8, CHOP UPR activ 2.6, TIM10 inh -55, UPR XBP1 act 2, Mdm2 MdmX PPI 34 and GRIN3A LBD mod 0.
Screening CCCNC(=O)CN1C(=O)NC(CCSC)C1=O (stereo not drawn) returned tim23-1 inh -4, NLRP3 yeast inh 6, APJ ag -4, tim10-1 inh 3, CHOP UPR activ -1.0, TIM10 inh -6, UPR XBP1 act -2, Mdm2 MdmX PPI -9 and GRIN3A LBD mod 2.
`Cc1ccc(C2(C(F)(F)F)NC(=O)N3C(=C2C#N)Nc2ccccc23)cc1` (stereo not drawn) gave tim23-1 inh -7, NLRP3 yeast inh 7, APJ ag -1, tim10-1 inh -18, CHOP UPR activ 2.0, TIM10 inh 0, UPR XBP1 act 0, Mdm2 MdmX PPI 18 and GRIN3A LBD mod -1.
For O=C(/C=C/c1ccc([N+](=O)[O-])cc1)NCCSCc1ccco1 the results were tim23-1 inh 24, NLRP3 yeast inh 12, APJ ag -3, tim10-1 inh 5, CHOP UPR activ 1.1, TIM10 inh -3, UPR XBP1 act -3, Mdm2 MdmX PPI 6 and GRIN3A LBD mod 2.
Screening CCn1c(=O)c(=O)[nH]c2cc(C(=O)NCC3CCCCC3)ccc21 returned tim23-1 inh 11, NLRP3 yeast inh 11, APJ ag -2, tim10-1 inh 1, CHOP UPR activ -0.6, TIM10 inh 1, UPR XBP1 act -4, Mdm2 MdmX PPI 5 and GRIN3A LBD mod -5.
`Cc1ccc(C2(C)NC(=O)N(CC(=O)N(c3ccccc3)C3CCS(=O)(=O)C3)C2=O)cc1` (stereo not drawn) gave tim23-1 inh 4, NLRP3 yeast inh 15, APJ ag -3, tim10-1 inh -5, CHOP UPR activ 1.4, TIM10 inh 4, UPR XBP1 act -3, Mdm2 MdmX PPI -2 and GRIN3A LBD mod -1.
CC1(NC(=O)NCc2ccco2)CCS(=O)(=O)C1 (stereo not drawn) was read as tim23-1 inh 22, NLRP3 yeast inh 3, APJ ag 2, tim10-1 inh 1, CHOP UPR activ -3.5, TIM10 inh 0, UPR XBP1 act 0, Mdm2 MdmX PPI 0 and GRIN3A LBD mod -7.
`COc1cc(CC(=O)N2CCC(n3nccc3NC(=O)C3CC3)CC2)cc(OC)c1OC` gave tim23-1 inh -13, NLRP3 yeast inh 6, APJ ag -1, tim10-1 inh -2, CHOP UPR activ 2.2, TIM10 inh -2, UPR XBP1 act -5, Mdm2 MdmX PPI 4 and GRIN3A LBD mod -1.
COC(=O)[C@@H]1Cc2c([nH]c3ccccc23)C(C)(C)N1C(=O)CCl was read as tim23-1 inh -1, NLRP3 yeast inh 1, APJ ag -2, tim10-1 inh 16, CHOP UPR activ 8.5, TIM10 inh 6, UPR XBP1 act 10, Mdm2 MdmX PPI 100* and GRIN3A LBD mod -6.
Cc1noc(COc2ccccc2OCC(N)=O)n1 was read as tim23-1 inh 10, NLRP3 yeast inh 18, APJ ag -1, tim10-1 inh -4, CHOP UPR activ 1.7, TIM10 inh 6, UPR XBP1 act -1, Mdm2 MdmX PPI -1 and GRIN3A LBD mod 1.
COc1ccc(CCNC2=NCC(C)S2)cc1 (stereo not drawn) was read as tim23-1 inh 11, NLRP3 yeast inh 14, APJ ag 1, tim10-1 inh 15, CHOP UPR activ 0.2, TIM10 inh 3, UPR XBP1 act 1, Mdm2 MdmX PPI -22 and GRIN3A LBD mod -1.
CS(=O)(=O)c1cccc(NC(=O)C2CCCN2S(=O)(=O)c2ccc(F)cc2)c1 (stereo not drawn) was read as tim23-1 inh 7, NLRP3 yeast inh 4, APJ ag -3, tim10-1 inh 12, CHOP UPR activ -0.6, TIM10 inh -4, UPR XBP1 act -5, Mdm2 MdmX PPI 10 and GRIN3A LBD mod 1.
`COc1ccc(C2=NC(C)(C)Cc3cc(OC)c(OC)cc32)cc1OC` gave tim23-1 inh 9, NLRP3 yeast inh 10, APJ ag -1, tim10-1 inh 6, CHOP UPR activ -0.1, TIM10 inh -1, UPR XBP1 act 1, Mdm2 MdmX PPI 20 and GRIN3A LBD mod 1.
For CN(C)CCCNC(=O)C[C@H]1C[C@H](C(=O)N2CCCCC2)[C@@]2(CCc3ccccc3)c3[nH]c4ccc(Cl)cc4c3CCN2C1=O the results were tim23-1 inh 39, tim10-1 inh 26, CHOP UPR activ 6.1, TIM10 inh 2, UPR XBP1 act 15, Mdm2 MdmX PPI 97* and GRIN3A LBD mod -5.
Screening CNS(=O)(=O)c1ccc(C(=O)NCC(=O)NCC2COc3ccccc3O2)cc1 (stereo not drawn) returned tim23-1 inh -10, NLRP3 yeast inh 10, APJ ag -2, tim10-1 inh -1, CHOP UPR activ -1.8, TIM10 inh -5, UPR XBP1 act -2, Mdm2 MdmX PPI -10 and GRIN3A LBD mod 1.
Screening O=C(NN1C(=O)c2ccccc2NC1c1ccc([N+](=O)[O-])o1)c1ccc([N+](=O)[O-])cc1 (stereo not drawn) returned tim23-1 inh 25, NLRP3 yeast inh -6, APJ ag 0, tim10-1 inh 18, CHOP UPR activ -0.2, TIM10 inh 28, UPR XBP1 act 2, Mdm2 MdmX PPI -7 and GRIN3A LBD mod 0.
COc1ccc(C(=O)Nc2cccc(C(=O)NCc3ccccc3)c2)cc1 was read as tim23-1 inh 3, NLRP3 yeast inh 15, APJ ag 4, tim10-1 inh -1, CHOP UPR activ 2.0, TIM10 inh 13, UPR XBP1 act -1, Mdm2 MdmX PPI 13 and GRIN3A LBD mod -5.
`CC1=CC(C)(C)Nc2ccc(OC(=O)CCN3C(=O)c4ccccc4C3=O)cc21` gave tim23-1 inh 37, NLRP3 yeast inh 14, APJ ag -7, tim10-1 inh 40*, CHOP UPR activ -5.1, TIM10 inh 38, UPR XBP1 act -7, Mdm2 MdmX PPI 101* and GRIN3A LBD mod 0.
Screening COc1ccc(CCNCc2ccc(OCc3ccccc3)cc2)cc1 returned tim23-1 inh -106, NLRP3 yeast inh 47, APJ ag -1, tim10-1 inh -49, CHOP UPR activ 3.6, TIM10 inh -46, UPR XBP1 act 7, Mdm2 MdmX PPI -4 and GRIN3A LBD mod 1.
O=C(NC(=S)N1CCCC1)c1ccc(Cl)cc1 was read as tim23-1 inh 21, NLRP3 yeast inh 29, APJ ag 0, tim10-1 inh 9, CHOP UPR activ 1.1, TIM10 inh 7, UPR XBP1 act -3, Mdm2 MdmX PPI 18 and GRIN3A LBD mod -2.
COc1ccc(CCNC(=O)CC(=O)N/N=C/c2ccc(Br)cc2)cc1OC was read as tim23-1 inh 7, NLRP3 yeast inh 13, APJ ag 4, tim10-1 inh 10, CHOP UPR activ 1.6, TIM10 inh 7, UPR XBP1 act -5, Mdm2 MdmX PPI 13 and GRIN3A LBD mod -1.
For O=C(Nc1n[nH]c(=S)s1)c1ccco1 the results were tim23-1 inh -8, NLRP3 yeast inh 26, APJ ag 2, tim10-1 inh 5, CHOP UPR activ -1.0, TIM10 inh -3, UPR XBP1 act -4, Mdm2 MdmX PPI 3 and GRIN3A LBD mod 2.
For Cc1ccc(C(=O)NCc2nc3ccccc3[nH]2)o1 the results were tim23-1 inh 15, NLRP3 yeast inh 9, APJ ag -4, tim10-1 inh 13, CHOP UPR activ 2.9, TIM10 inh 5, UPR XBP1 act -6, Mdm2 MdmX PPI -2 and GRIN3A LBD mod -1.
`CC(C1CC2CCC1C2)N1CC(O)=C(c2nc3ccccc3[nH]2)C1=N` (stereo not drawn) gave tim23-1 inh 40, NLRP3 yeast inh -3, APJ ag -2, tim10-1 inh 10, CHOP UPR activ 1.8, TIM10 inh -3, UPR XBP1 act -3, Mdm2 MdmX PPI 13 and GRIN3A LBD mod 1.
`CCCCc1nc2cc(C(=O)N3CCC[C@H]3CO)ccc2o1` gave tim23-1 inh 14, NLRP3 yeast inh 10, APJ ag -1, tim10-1 inh 12, CHOP UPR activ 6.8, TIM10 inh 9, UPR XBP1 act 3, Mdm2 MdmX PPI -6 and GRIN3A LBD mod 0.
`CCOc1ccc(NC(=O)c2sc(N3CCOCC3)nc2-c2ccccc2)cc1` gave tim23-1 inh 18, NLRP3 yeast inh 22, APJ ag -3, tim10-1 inh 17, CHOP UPR activ 0.3, TIM10 inh 27, UPR XBP1 act -2, Mdm2 MdmX PPI -9 and GRIN3A LBD mod 2.
CC(=O)Nc1cccc2c1C(=O)N(c1ccc(C)cc1)C2=O was read as tim23-1 inh 23, NLRP3 yeast inh -6, APJ ag 0, tim10-1 inh 37, CHOP UPR activ 2.1, TIM10 inh 10, UPR XBP1 act 2, Mdm2 MdmX PPI -28 and GRIN3A LBD mod -1.
